Menin MLL FP TR: qHTS Assay for Inhibitors Targeting the Menin-MLL Interaction in MLL Related Leukemias: Competition With Texas Red Labeled MLL-derived Mutant Peptide; Menin + Texas Red MLL mutant peptide, fluorescence polarization; Potency, µM (doses to about 61.6 µM), for inactives: at the highest dose FP activity change, negative = inhibition, hits mostly inhibitors; 270,000 compounds, 0.23% hits; AID 1768, 2009; active = well fitted inhibition curve with a large enough effect in the polarisation, with a control signal flat, not every such curve was filed as active; inconclusive = small, poorly fitted or top-dose-only effect, or effect the other way, or a change in a side signal; inactive = no such curve, though single readings can be large or run the other way; the % refers to the polarisation; also: potency is read from the fitted curve at half-maximal effect; % of control where 0% means no effect; many of its hits are not listed in these tables
Gal4-VP16 FLuc: VP16 counterscreen qHTS for inhibitors of ROR gamma transcriptional activity; Potency, µM (series often up to 53.6 µM), inactives show top-dose activity, negative = inhibition, most hits filed as inhibitors; AID 2546, 2010; Drosophila S2 Gal4-VP16 UAS-luciferase, luminescence, 20 h; 310,000 compounds, 3.5% hits;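 also: Gal4-VP16 expression switched on by copper sulfate through the metallothionein promoter; potency is read from the fitted curve at half-maximal effect; % is scaled to controls: 0 for no effect and ±100 for the full control effect; nearly all actives have a fitted effect of over 50% in size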
FLuc modulator: qHTS profiling assay for firefly luciferase inhibitor/activator using purifed enzyme and Km concentrations of substrates (counterscreen for miR-21 project). Luciferin 4-monooxygenase (Photinus pyralis), P08659. purified FLuc, Km substrates, luminescence inhibition. Potency, µM (titrated, usually from 57.5 µM), inactives show top-dose activity change, negative = inhibition, actives largely listed as inhibitors. 360,000 compounds, 6.9% hits. AID 588342, 2011;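 also: potency is read from the fitted curve at half-maximal effect; plate controls were vehicle for no effect and reference inhibitor for full effect; nearly all actives have a fitted effect of over 55% in size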
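Purified P. pyralis luciferase (10nM final) with 10uM D-luciferin and 10uM ATP (Km levels) in 50mM Tris acetate pH 7.5, 10mM Mg acetate, 0.01% Tween-20, 0.05% BSA; qHTS 6-point titration, ~60 µM downward; luminescence read.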
Rab9 prom act: qHTS Assay for Rab9 Promoter Activators | Huh7 Rab9 promoter-luciferase reporter, luminescence, 24 h | Potency, µM (titrated, usually from 9.22 µM), inactives show top-dose activation, negative = inhibition, actives largely listed as activators | 320,000 compounds, 2.8% hits; also: potency is read from the fitted curve at half-maximal effect; % of control where 0% means no effect; nearly all actives have a fitted effect of over 60% in size
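Quantitative HTS format; Huh7 Rab9-luciferase reporter cells (1500/well) receive compound 2 h post-plating, incubate 24 h at 37 °C, then get luciferase reagent for 10 min before luminescence reading.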
PKM2 act: qHTS Assay for Activators of Human Muscle isoform 2 Pyruvate Kinase | 260,000 compounds, 0.34% hits | Potency, µM (doses to about 57.5 µM), for the others: top-dose activation, most hits filed as activators | purified PKM2, Kinase-Glo ATP luminescence, activation; response scale: 0% is enzyme alone, no compound | Pyruvate kinase PKM (Homo sapiens), P14618; also: potency is read from the fitted curve at half-maximal effect; % is scaled to controls: 0 for no effect and ±100 for the full control effect; nearly all actives have a fitted effect of over 55% in size
Target sequence (P14618 whole entry, looked up, canonical isoform): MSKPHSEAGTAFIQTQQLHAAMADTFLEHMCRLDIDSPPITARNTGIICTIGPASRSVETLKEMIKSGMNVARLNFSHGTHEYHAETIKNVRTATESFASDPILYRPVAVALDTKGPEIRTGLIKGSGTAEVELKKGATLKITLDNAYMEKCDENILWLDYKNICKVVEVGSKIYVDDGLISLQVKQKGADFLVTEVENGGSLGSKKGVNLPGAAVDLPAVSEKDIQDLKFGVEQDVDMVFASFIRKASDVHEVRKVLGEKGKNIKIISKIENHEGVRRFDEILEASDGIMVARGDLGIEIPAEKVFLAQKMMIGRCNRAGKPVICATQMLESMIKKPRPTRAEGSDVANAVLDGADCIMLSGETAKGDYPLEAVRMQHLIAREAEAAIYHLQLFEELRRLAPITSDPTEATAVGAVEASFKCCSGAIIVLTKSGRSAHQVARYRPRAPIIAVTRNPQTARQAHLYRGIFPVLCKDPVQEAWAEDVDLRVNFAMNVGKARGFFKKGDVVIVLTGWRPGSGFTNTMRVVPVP
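Purified hPK-M2 (>95%) run at intermediate activity with 0.1 mM ADP and 0.5 mM PEP in 50 mM imidazole pH 7.2, KCl, MgCl2; 1 h room temperature. ATP formed read by Kinase-Glo luminescence; normalized to uninhibited and no-enzyme controls.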
BRCA1 expr up: qHTS Assay to Identify Small Molecule Activators of BRCA1 Expression; MCF7-BRCA1-FFLuc reporter, luminescence, 48 h; response scale: scaled: vehicle 0%, 10 µM genistein 100%; Potency, µM (titrated, usually from 46.1 µM), for inactives: at the highest dose activation, actives largely listed as activators; 380,000 compounds, 1.1% hits; also: potency is read from the fitted curve at half-maximal effect; nearly all actives have a fitted effect of over 80% in size; some results filed as inactive show a strong effect at the top dose
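Activators of BRCA1 expression were detected as increased firefly luciferase luminescence in engineered MCF7 cells after 48 h compound incubation. Signals were scaled to genistein 10 microM as full activation.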
p53 reactivation: qHTS assay for re-activators of p53 using a Luc reporter | Potency, µM (series often up to 92.2 µM), for the others: at the highest dose activity change, positive = activation, most hits filed as activators | AID 504706, 2011 | H1299 p53-A138V BP100-luciferase reporter, luminescence, 24 h | 320,000 compounds, 0.063% hits; also: potency is read from the fitted curve at half-maximal effect; % of control where 0% means no effect; nearly all actives have a fitted effect of over 45% in size
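H1299 (p53-null), stable ts p53-A138V + BP100-Luc; 1000 cells/well, Opti-MEM/10% FBS; cpd 4 pt, 1:5; 24 h, 37 deg C, 5% CO2; detection reagent 10 min RT; luminescence.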
RORg inh: qHTS for inhibitors of ROR gamma transcriptional activity; Potency, µM (titrated, usually from 53.6 µM), inactives show top-dose activity change, negative = inhibition, usual class: inhibitors; 310,000 compounds, 5.4% hits; Nuclear receptor ROR-gamma (Mus musculus), P51450; Drosophila S2 Gal4-RORgamma UAS-luciferase reporter, 20 h; also: potency is read from the fitted curve at half-maximal effect; % is scaled to controls: 0 for no effect and ±100 for the full control effect; nearly all actives have a fitted effect of over 60% in size
Target sequence (P51450 whole entry, looked up, the tested form may be a part): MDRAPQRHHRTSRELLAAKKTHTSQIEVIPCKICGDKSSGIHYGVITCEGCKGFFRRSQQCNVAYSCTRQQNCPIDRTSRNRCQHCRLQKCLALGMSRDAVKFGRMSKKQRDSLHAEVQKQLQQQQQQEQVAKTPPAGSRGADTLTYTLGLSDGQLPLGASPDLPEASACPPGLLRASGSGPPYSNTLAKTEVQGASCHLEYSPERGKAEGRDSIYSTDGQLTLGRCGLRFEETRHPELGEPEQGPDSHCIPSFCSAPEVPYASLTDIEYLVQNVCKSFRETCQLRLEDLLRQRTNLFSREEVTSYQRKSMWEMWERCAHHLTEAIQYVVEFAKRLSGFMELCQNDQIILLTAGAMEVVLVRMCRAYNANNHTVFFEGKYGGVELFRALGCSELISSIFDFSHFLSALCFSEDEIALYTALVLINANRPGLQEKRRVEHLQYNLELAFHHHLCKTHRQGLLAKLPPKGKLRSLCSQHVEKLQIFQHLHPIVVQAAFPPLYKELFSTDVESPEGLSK
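Drosophila S2 cells stably expressing Gal4-DBD/mouse RORγ fusion under metallothionein promoter plus UAS-luciferase; compound 1 h, then 700 uM CuSO4 induction for 20 h at ambient temperature; inhibition read as reduced luminescence.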
NPC1 promoter act: qHTS Assay for NPC1 Promoter Activators | Huh7 NPC1 promoter luciferase reporter, 24 h | Potency, µM (top dose mostly 9.22 µM), for the others: top-dose activation, actives largely listed as activators | 320,000 compounds, 2.4% hits | AID 485313, 2010;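 also: potency is read from the fitted curve at half-maximal effect; % of control where 0% means no effect; nearly all actives have a fitted effect of over 60% in size; reporter is driven by a mutant NPC1 promoter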
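Compounds in DMSO were transferred onto Huh7 NPC1-luciferase reporter cells pre-incubated 2 h; after 24 h at 37 °C, Amplite reagent was dispensed and luminescence recorded 10 min later.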
Giardia kill: Small Molecules that selectively kill Giardia lamblia: qHTS | AID 540267, 2011 | Giardia lamblia trophozoite viability | 340,000 compounds, 0.15% hits | activity change, % at 7.66 µM, hits read low; in the data active = activity change below about -80%; inconclusive = between about -30% and that limit;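 also: parasites exposed to compound for two days anaerobically before the ATP read; % is scaled to controls: 0 for no effect and ±100 for the full control effect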
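Giardia trophozoites, 100 cells per well, were exposed to compounds for 48 hrs at 37 deg C under anaerobic conditions; viability was then read as ATP content by bioluminescence after 15-30 min at room temperature.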
ELG1 genotoxic: qHTS screen for small molecules that induce genotoxicity in human embryonic kidney (HEK293T) cells expressing luciferase-tagged ELG1 | HEK293T ELG1-luciferase reporter, luminescence, 16 h | Potency, µM (doses to about 46 µM), for inactives: at the highest dose activity change, positive = activation, actives largely listed as activators | 330,000 compounds, 1.3% hits | AID 504466, 2011; also: potency is read from the fitted curve at half-maximal effect; % of control where 0% means no effect; nearly all actives have a fitted effect of over 60% in size
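Cells (2,000/well) expressing the ELG1-luciferase fusion are dosed by pin tool and kept 16 hr at 37 °C, 5% CO2. Signal comes from ONE-Glo luciferase reagent after 30 min at room temperature.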
The depositor's hits bear a star; ? = inconclusive; . = no result given; & = joins results of further samples; [ ] = dose if it differs, or a comment. Unless noted, calls follow the shape of the dose curve; as a rule, active = well fitted curve in the direction sought with a large enough effect; inconclusive = small, poorly fitted or top-dose-only effect, or another doubt; inactive = no such curve, though single readings can be large; an effect the other way counts as inactive or inconclusive. Only part of the results is shown (hit frequency here may not be typical).

SMILES	Menin MLL FP TR	Gal4-VP16 FLuc	FLuc modulator	Rab9 prom act	PKM2 act	BRCA1 expr up	p53 reactivation	RORg inh	NPC1 promoter act	Giardia kill	ELG1 genotoxic
CCCN(CCC)C(=O)COc1cc(=O)n(CC)c2ccccc12	-13%	-7%	8%	-2%	9%	-30%	-9%	6%	-4%	-6	9%
c1ccc(CCn2nnnc2C(c2cccnc2)N2CCOCC2)cc1 (stereo not drawn)	1%	-8%	0%	0%	-2%	-5%	1%	19%	-6%	-8	-1%
NC(=O)c1cccnc1OCC(F)(F)F	.	-1%	-1%	0%	3%	-11%	-1%	4%	-4%	28	-1%
COC(=O)CC1(C(=O)OC)Oc2ccc(Br)cc2C(=O)N1c1cc(Cl)cc(Cl)c1 (stereo not drawn)	.	4%	2%	-2%	-4%	-35%	2%	22%	-2%	12	-3%
CSc1cc(-c2ccc(Cl)cc2)c(C(=O)NC(C)C)s1	.	-6%	0%	-4%	4%	-28%	5%	12%	-1%	1	1%
Cn1c(Cc2cccs2)nnc1SCC(=O)Nc1ccc(C(N)=O)cc1	.	.	5%	-2%	.	-22%	-3%	.	-5%	-25	-1%
COc1cc(-c2nc3ccccn3c2/N=C/c2cccc(F)c2)ccc1O	-26%	-16%	-12%	-5%	12%	70%	12%	-2%	1%	-16	-4%
Cc1cc(=O)oc(C)c1C(=O)NCc1ccc(F)cc1	-9%	-12%[0.365 µM]	1%	-3%	-4%	-4%	1%	-5%	-2%	1	3%
C[C@]12C=CC(=O)C=C1CC[C@@H]1[C@@H]2C(=O)C[C@@]2(C)[C@H]1CC[C@]2(O)C(=O)CO	-14%&3%	0%&-5%	4%&1%	1%&2%	-3%	-9%&0%	-1%	?	3%&4%	16&2	2%&5%
COC(=O)CSc1nnc(CNC(=O)c2ccc(OC)c(OC)c2)n1C	0%	1%	1%	1%	-2%	-7%	-2%	9%	-3%	9	4%
O=C(c1ccccc1F)N(Cc1ccccc1)C1CCS(=O)(=O)C1 (stereo not drawn)	10%	-11%	0%	-7%	-3%	5%	12%	-8%	-5%	19	-1%
Cc1ccccc1C(=O)Nc1ccnn1C1CCN(Cc2cccnc2)CC1	-3%	27%	-2%	4%	-1%	-9%	15%	-9%	-1%	-7	-2%
O=C(CCCC(=O)c1ccccc1)NCc1ccccc1	-2%	-3%	?	-8%	.	-27%	0%	-5%	-4%	-10	-4%
O=C(CN(C(=O)c1csnn1)c1cccc(F)c1)NCc1ccc(F)cc1	11%	4%	-1%	-4%	2%	1%	-2%	29%	2%	-11	-1%
COc1ccc(N(CCN2C(=O)c3ccccc3C2=O)C(=O)c2cccc([N+](=O)[O-])c2)cc1	5%	-16%	1%	6%	-8%	5%	-22%	-16%	-1%	9	1%
CCOC(=O)c1ccc(N2CCN(c3ccc(F)cc3)CC2)c(NC(=O)Nc2cccc(OC)c2)c1	-7%	-10%	-7%&1%	2%	2%	-19%	7%	41%	-6%	3	-8%
Cc1cc(NC(=O)CCNS(=O)(=O)c2cc(Br)cnc2N)ccc1Br	?	-5%	2%	4%	3%	-38%	0%	8%	-4%	-1	-16%
CC(C)Cc1nc(Cl)c(C#N)c2c1CCC2	.	1%	-2%	-1%	-2%	-4%	-3%	-8%	3%	8	-4%
CCCn1c(=O)c2ccccc2n2c(SCCOc3ccc(Cl)cc3)nnc12	18%	-10%	-6%	3%	-17%	-6%	2%	0%	1%	2	-1%
Cc1ccc(OCc2nc(-c3ccc(-n4cccc4)cc3)no2)cc1C	-16%	-3%	1%	-2%	-10%	2%	1%	3%	0%	-7	2%
CCc1ccc(-c2nc(-c3ccncc3)no2)cc1	-4%	?	0.67µM*	?	-2%	-25%	17%	?	0.35µM*	-14	0.73µM*
NC(=O)CC1NC(=O)c2cc([N+](=O)[O-])cc(I)c2OCCC(C(N)=O)NC(=O)[C@@H]2CCCN2C1=O (stereo partly drawn)	-1%	4%	4%	-4%	-2%	22%	2%	-9%	-4%	-7	3%
O=[N+]([O-])c1ccc(NCCNS(=O)(=O)c2ccccc2)c(C(F)(F)F)c1	?	-13%	4%	-6%	28µM*	-16%	-6%	?	2%	16	-4%
O=C(N/N=C/c1cccnc1)c1ccc(NC(=O)c2ccc(Cl)cc2)cc1	8%	-4%	-3%	-1%	-2%	-20%	2%	-12%	1%	-1	-6%
O=C(O)c1cnc(-c2ccccc2)nc1Sc1ccc(Cl)cc1	?	0%	12%	-2%	0%	-1%	1%	3%	-3%	-5	-1%
O=C(CC1CC2CCC1C2)NC1CCCCCCC1 (stereo not drawn)	?	?	?	?	.	?	?	0%	?	0	14%
COc1ccc(S(=O)(=O)NCCCN2CCCC2=O)cc1OC	.	3%	3%	0%	-2%	0%	19%	-1%	0%	-18	-1%
CCNC(=S)N/N=C/c1cn(Cc2ccccc2F)c2ccccc12	2%	-7%	-10%	0%	3%	-44%	8%	10%	-5%	8	10%
CO/N=C(\C)c1ncc(C(F)(F)F)cc1N1CCOCC1	.	0%	-1%	-1%	-11%	-17%	2%	29%	3%	8	5%
COc1ccc(-c2cc(C(=O)NCc3cccnc3)no2)cc1	?	-7%	12µM*	?	-5%	81%	18%	29%	?	-13	13%
COc1ccc(NC(=O)C2CCN(C(=O)c3ccccc3)CC2)c(OC)c1	4%	-8%	-3%	10%	9%	6%	-5%	-2%	-5%	-6	10%
CC1CCCN(C(=O)C2COc3ccccc3O2)C1 (stereo not drawn)	.	0%	1%	1%	0%	32%	13%	1%	1%	41[activator]	2%
CCOC(=O)Cc1csc(SCC(=O)Nc2nccs2)n1	.	.	2%	-6%	.	-16%	6%	.	0%	2	-1%
CC(C)(C)c1ccc(SCCc2ccncc2)cc1	-25%	18µM*	27µM*	-2%	0%	3%	2%	-16%	-5%	2	6%
CCOc1ccc(Br)cc1S(=O)(=O)Nc1ccc(NC(=O)c2ccccc2C)cc1	-4%	0%	?	2%	-4%	2%	-8%	?	2%	18	-2%
O=C(Nc1ccnn1C1CCN(Cc2ccccc2OCCO)CC1)c1cccc(F)c1	.	5%	1%	-1%	-1%	-15%	17%	-3%	-3%	-16	4%
Cc1nc(SCC(=O)NCCc2ccccc2)c2oc3ccccc3c2n1	-4%	-10%	7%	4%	0%	5%	-1%	7%	-3%	13	-1%
COc1ccc(Nc2nc(C)nc3c2nnn3Cc2ccccc2)cc1OC	13%	-15%	0%	0%	-3%	-21%	-11%	-23%	0%	-7	-2%

4 records drawn at random from the list so far, as already listed:
SMILES	Menin MLL FP TR	Gal4-VP16 FLuc	FLuc modulator	Rab9 prom act	PKM2 act	BRCA1 expr up	p53 reactivation	RORg inh	NPC1 promoter act	Giardia kill	ELG1 genotoxic
Cc1nc(SCC(=O)NCCc2ccccc2)c2oc3ccccc3c2n1	-4%	-10%	7%	4%	0%	5%	-1%	7%	-3%	13	-1%
CO/N=C(\C)c1ncc(C(F)(F)F)cc1N1CCOCC1	.	0%	-1%	-1%	-11%	-17%	2%	29%	3%	8	5%
CCNC(=S)N/N=C/c1cn(Cc2ccccc2F)c2ccccc12	2%	-7%	-10%	0%	3%	-44%	8%	10%	-5%	8	10%
O=C(Nc1ccnn1C1CCN(Cc2ccccc2OCCO)CC1)c1cccc(F)c1	.	5%	1%	-1%	-1%	-15%	17%	-3%	-3%	-16	4%

Given with bars between the fields: part of the list above
structure | Menin MLL FP TR | Gal4-VP16 FLuc | FLuc modulator | Rab9 prom act | PKM2 act | BRCA1 expr up | p53 reactivation | RORg inh | NPC1 promoter act | Giardia kill | ELG1 genotoxic
COC(=O)CSc1nnc(CNC(=O)c2ccc(OC)c(OC)c2)n1C | 0% | 1% | 1% | 1% | -2% | -7% | -2% | 9% | -3% | 9 | 4%
O=C(c1ccccc1F)N(Cc1ccccc1)C1CCS(=O)(=O)C1 (stereo not drawn) | 10% | -11% | 0% | -7% | -3% | 5% | 12% | -8% | -5% | 19 | -1%
